Bioassay records: PubChem BioAssay, National Center for Advancing Translational Sciences (NCATS)
RXFP1 ag = agonists of human relaxin receptor RXFP1 | Potency, µM (series often up to 57.5 µM), for the others: at the highest dose activation, most hits filed as activators | HEK293T-RXFP1 cAMP TR-FRET, 30 min; response scale: percent of porcine relaxin response, buffer zero | Q9HBX9 | 370,000 compounds, 0.3% hits; note: potency is the fitted concentration of half-maximal effect; % is set by controls: 0 for no effect and ±100 for the full control effect; nearly all actives have a fitted effect of over 60% in size; many of its hits are not listed in these tables
Target sequence (Q9HBX9 whole entry, looked up): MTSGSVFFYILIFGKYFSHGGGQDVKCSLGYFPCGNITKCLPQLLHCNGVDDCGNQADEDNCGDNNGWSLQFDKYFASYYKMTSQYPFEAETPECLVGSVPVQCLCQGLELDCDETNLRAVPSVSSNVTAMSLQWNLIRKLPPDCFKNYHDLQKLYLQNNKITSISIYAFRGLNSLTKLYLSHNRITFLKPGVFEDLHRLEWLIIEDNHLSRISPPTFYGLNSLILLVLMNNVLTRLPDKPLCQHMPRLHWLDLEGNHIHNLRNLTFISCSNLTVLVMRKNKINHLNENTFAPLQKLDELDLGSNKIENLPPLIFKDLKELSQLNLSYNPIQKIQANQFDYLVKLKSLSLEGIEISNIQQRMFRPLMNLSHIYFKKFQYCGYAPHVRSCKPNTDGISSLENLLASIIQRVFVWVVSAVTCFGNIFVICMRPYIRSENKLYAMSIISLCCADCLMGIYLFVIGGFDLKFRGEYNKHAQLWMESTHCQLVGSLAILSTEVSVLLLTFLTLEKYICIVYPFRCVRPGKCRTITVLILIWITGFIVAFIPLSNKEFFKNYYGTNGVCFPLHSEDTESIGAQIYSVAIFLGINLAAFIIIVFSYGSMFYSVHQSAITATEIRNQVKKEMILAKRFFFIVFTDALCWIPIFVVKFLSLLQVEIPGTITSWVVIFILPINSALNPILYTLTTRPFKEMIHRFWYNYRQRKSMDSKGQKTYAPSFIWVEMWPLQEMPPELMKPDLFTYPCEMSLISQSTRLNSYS
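HEK293 cells stably expressing RXFP1, treated 30 min at 37C with compounds plus PDE4 inhibitor Ro 20174; cAMP measured by HTRF TR-FRET. Normalized to buffer and 29 nM porcine relaxin; EC50 by Hill fit.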
RXFP1 antagonist = RXFP1 (human) relaxin receptor antagonism; Q9HBX9; activity change, negative = inhibition, % at 57.5 µM; 350,000 compounds, 0.59% hits; HEK293-RXFP1, relaxin-stimulated cAMP HTRF, 30 min; active compounds read low;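 active = activity change of -60% or lower, but not beyond a set lower limit; inconclusive = change between -60% and -40%, or beyond the set limit; inactive = change above -40%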; note: % is set by controls: 0 for no effect and ±100 for the full control effect
Vif-A3F inh = blocks the Vif interaction with APOBEC3F | AID 602313 | HeLa A3F-eYFP + Vif (tagged APOBEC3F with the HIV-1 protein that degrades it), YFP fluorescence increase | Potency, µM (highest dose often 46.1 µM), inactives show top-dose activity, negative = active | 390,000 compounds, 0.2% hits; note: potency is the fitted concentration of half-maximal effect; % of control where 0% means no effect; nearly all actives have a fitted effect of over 65% in size
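HeLa cells stably expressing Vif plus C-terminally eYFP-tagged A3F were seeded, incubated overnight at 37 deg C, dosed with compound, incubated overnight again at 37 deg C. Yellow fluorescence (Ex 488/Em 500-530) reported blocked Vif-mediated A3F-eYFP degradation.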
Vif-A3G inh = inhibitors of Vif-APOBEC3G interaction. Q9HC16. 410,000 compounds, 0.076% hits. Potency, µM (titrated, usually from 46.1 µM), inactives show at the top dose activity, negative = active, hits mostly inhibitors. HeLa A3G-eYFP + Vif (tagged APOBEC3G with the HIV-1 protein that degrades it), YFP fluorescence, overnight. AID 602310;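 note: potency is the fitted concentration of half-maximal effect; % is set by controls: 0 for no effect and ±100 for the full control effect; nearly all actives have a fitted effect of over 60% in size; hits raise eYFP signal because A3G escapes Vif-driven loss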
Target sequence (Q9HC16 whole entry, looked up): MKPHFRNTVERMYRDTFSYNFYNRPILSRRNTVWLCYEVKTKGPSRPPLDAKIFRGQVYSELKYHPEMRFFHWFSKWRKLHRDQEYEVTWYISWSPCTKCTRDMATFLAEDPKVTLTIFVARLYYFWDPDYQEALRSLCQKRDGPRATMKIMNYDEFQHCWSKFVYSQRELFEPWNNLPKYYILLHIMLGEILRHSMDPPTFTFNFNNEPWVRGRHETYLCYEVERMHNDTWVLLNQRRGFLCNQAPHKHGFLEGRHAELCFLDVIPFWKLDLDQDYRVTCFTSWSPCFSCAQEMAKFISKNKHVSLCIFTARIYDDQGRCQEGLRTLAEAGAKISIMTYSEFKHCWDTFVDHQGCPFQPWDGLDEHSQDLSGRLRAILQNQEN
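HeLa cells stably expressing Vif and C-terminally eYFP-tagged A3G, seeded overnight at 37 deg C, then exposed to compound by pintool overnight at 37 deg C. Rise in yellow fluorescence (Ex 488/Em 500-530, Acumen) marks blocked Vif-driven A3G degradation.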
D1 potentiator = human D1 dopamine receptor positive modulation; P21728; HEK293 TREx D1 cells, calcium flux, dopamine EC20 potentiation; potentiation, % at 10 µM; 360,000 compounds, 0.036% hits; in the data active = potentiation above about 30%; note: 0% is about no effect
D1 agonist = activates the human D1 dopamine receptor; 360,000 compounds, 1% hits; activation, % at 2 µM; HEK293 T-REx D1 cells, calcium flux, agonist mode; in the data active = activation above about 30%; note: 0% is about no effect
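Tetracycline-induced HEK293 TREx D1 cells, force-coupled to calcium signalling, were dye-loaded with a no-wash calcium kit. Compound was pin-added after a 10 s baseline. Fluorescence was read kinetically at 1 cycle/s for 180 s, with calcium rises flagged as agonism.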
D1 antagonist = antagonists of human D1 dopamine receptor; P21728; HEK293 TREx D1 cells, calcium flux, dopamine EC80; active compounds read low; activity change, negative = inhibition, % at 10 µM; 360,000 compounds, 3.2% hits; in the data active = activity change below about -30%; note: % is set by controls: 0 for no effect and ±100 for the full control effect
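Inducible Hek293 Trex D1 cells (tetracycline, overnight, 30 C). Calcium dye 30–90 min RT. Antagonist mode: EC80 dopamine added after 180 s compound read.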
D2 potentiator = positive allosteric modulators of human D2 dopamine receptor; P14416; HEK293 T-REx D2, calcium flux, EC20 dopamine potentiation; potentiation, % at 10 µM; 340,000 compounds, 0.34% hits; AID 485347;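 active = potentiation over 3 SD above the plate norm, cut at about 30% in these data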; note: 0% is about no effect
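Primary screen. Calcium kinetics in induced HEK293 T-REx D2 cells: compound pre-addition 180 s, EC20 dopamine, 180 s more.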
Glioma ERSR ind = induces the endoplasmic reticulum stress response in human glioma cells; U87-MG GRP78 promoter luciferase reporter, 16 h; Potency, µM, inactives show at the highest dose activation, actives largely listed as activators; 420,000 compounds, 0.02% hits; AID 602332; note: potency is the fitted concentration of half-maximal effect; series mostly up to about 76 µM; % of control where 0% means no effect; nearly all actives have a fitted effect of over 35% in size
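Stably transfected U87-MG human glioma cells carrying a GRP78-based luminescent sensor were seeded at 1000 cells/well, pin-dosed with compounds and incubated 16 h. Luciferase reagent was then added, and end-point luminescence was read after 10 min at room temperature.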
* hit, by the source's call; ? = inconclusive; nt = not tested or not shown. Unless noted, calls come from the whole dose curve; as a rule, active = well fitted curve in the direction sought with a large enough effect; inconclusive = small, poorly fitted or top-dose-only effect, or another doubt; inactive = no such curve, though single readings can be large; an effect the other way counts as inactive or inconclusive. Some of the compounds tested, so the mix of outcomes need not match the whole.

SMILES	RXFP1 ag	RXFP1 antagonist	Vif-A3F inh	Vif-A3G inh	D1 potentiator	D1 agonist	D1 antagonist	D2 potentiator	Glioma ERSR ind
CN(Cc1ccccc1)S(=O)(=O)c1ccc(OCC(=O)NCc2cccnc2)cc1	-0.5%	2	6%	-4%	-3	5	1	-10	-3%
Cc1ccc(C(=O)NC(=S)Nc2c(C)ccc3nsnc23)cc1	-0.2%	nt	8%	3%	-7	0	-19	-13	0%
O=S(=O)(Nc1nc2ccccc2nc1Cl)c1ccc(Br)cc1	?	1	?	?	19	4	-21	1	-5%
CCOC(=O)CCN(C(=S)Nc1ccccc1)C1CCCCC1	nt	7	-2%	-1%	nt	nt	nt	nt	-4%
COc1cccc(CNS(=O)(=O)c2c(C(=O)N3CCCCC3)c(C)n(C)c2C)c1	0.1%	31	1%	7%	-7	2	16	-1	0%
COc1ccc(CC(=O)Nc2cccc(SC)c2)cc1	-2.4%	-10	-2%	0%	-4	9	2	-2	-1%
CN(CCO)S(=O)(=O)c1ccc2c(c1)C(=O)c1cc(S(=O)(=O)N(C)CCO)ccc1-2	0.2%	-6	3%	1%	14	0	-12	10	14%
COc1ccc(C(=O)O/N=C(\N)c2ccc(Br)cc2)cc1	-5.8%	-6	-44%	-1%	0	1	10	-4	1%
CCN(CC)c1ccc2cc(-c3nc(-c4ccccc4F)no3)c(=O)oc2c1	0.2%	1	?	-26%	2	204*	-13	-7	0%
Cc1[nH]c2ccccc2c1Cc1nnc(SCC(=O)NCc2ccco2)o1	-0.2%	-7	2%	-4%	2	1	2	nt	-2%
CS(=O)(=O)N1Cc2ccccc2CC1C(=O)O (centres undefined)	0.6%	0	-8%	-2%	-9	3	-43*	10	-4%
CN=C(c1ccc([N+](=O)[O-])cc1)N1CCCCC1	1.0%	13	0%	3%	10	0	4	-9	-1%
Cc1nn(C)c(C)c1S(=O)(=O)NCCc1ccc(Cl)cc1	4.9%	-1	-17%	6%	-5	1	5	-1	1%
CCOc1ccc(CC(=O)Nc2nccs2)cc1OCC	-2.4%	-6	13%	-8%	1	2	5	11	-6%
O=C(/C=C/c1ccccc1)N/C(=C\c1ccco1)C(=O)NCCO	-2.1%	1	4%	-5%	-8	5	-12	0	-3%
Cc1ccc(Cn2c(SCC(=O)Nc3cc(C)on3)nc3ccccc3c2=O)cc1	26%	-1	-3%	-2%	-3	1	8	-3	3%
CSc1ncc(Cl)c(C(=O)Nc2c(C(=O)c3ccc(C)cc3)oc3ccccc23)n1	0.6%	nt	0%	0%	-2	-1	-4	9	-3%
COc1ccc(C(=O)Nc2nncs2)cc1S(=O)(=O)N1CC(c2ccccc2)CC1=O (centres undefined)	-1.8%	-23	4%	-2%	-1	3	-1	-9	-5%
Cn1c(=O)c2c(nc(Oc3ccccn3)n2C)n(C)c1=O	-0.6%	nt	nt	nt	1	1	-5	-3	nt
CC(/C=C1\SC(=S)N(CCC(=O)Nc2nc(C)cs2)C1=O)=C\c1ccccc1	0.6%	0	-11%	-1%	5	5	9	11	-8%
O=C(Cn1cncn1)NCc1cccc2ccccc12	0.3%	2	5%	-1%	nt	nt	nt	nt	-3%
CC1(C)CC(=O)C2=C(C1)N(Cc1ccc(F)cc1)C(=O)C2(NC(=O)c1cccnc1)C(F)(F)F (centres undefined)	-2.3%	2	-6%	-2%	-4	-2	nt	8	-3%
O=C(N/C(=C/c1ccc([N+](=O)[O-])cc1)C(=O)N1CCOCC1)c1ccco1	1.7%	1	9%	-1%	-1	6	-2	22	-2%
Cc1cc(N(C)C)ccc1N=Nc1ccc2ncccc2c1	0.4%	-12	-19%	-6%	3	0	5	-10	-1%

Part of the list above in order of formula weight, smallest number first.
SMILES	RXFP1 ag	RXFP1 antagonist	Vif-A3F inh	Vif-A3G inh	D1 potentiator	D1 agonist	D1 antagonist	D2 potentiator	Glioma ERSR ind
CN=C(c1ccc([N+](=O)[O-])cc1)N1CCCCC1	1.0%	13	0%	3%	10	0	4	-9	-1%
CS(=O)(=O)N1Cc2ccccc2CC1C(=O)O (centres undefined)	0.6%	0	-8%	-2%	-9	3	-43*	10	-4%
COc1ccc(CC(=O)Nc2cccc(SC)c2)cc1	-2.4%	-10	-2%	0%	-4	9	2	-2	-1%
Cc1cc(N(C)C)ccc1N=Nc1ccc2ncccc2c1	0.4%	-12	-19%	-6%	3	0	5	-10	-1%
CCOc1ccc(CC(=O)Nc2nccs2)cc1OCC	-2.4%	-6	13%	-8%	1	2	5	11	-6%
O=C(/C=C/c1ccccc1)N/C(=C\c1ccco1)C(=O)NCCO	-2.1%	1	4%	-5%	-8	5	-12	0	-3%
Cc1nn(C)c(C)c1S(=O)(=O)NCCc1ccc(Cl)cc1	4.9%	-1	-17%	6%	-5	1	5	-1	1%
COc1ccc(C(=O)O/N=C(\N)c2ccc(Br)cc2)cc1	-5.8%	-6	-44%	-1%	0	1	10	-4	1%
CCN(CC)c1ccc2cc(-c3nc(-c4ccccc4F)no3)c(=O)oc2c1	0.2%	1	?	-26%	2	204*	-13	-7	0%
Cc1[nH]c2ccccc2c1Cc1nnc(SCC(=O)NCc2ccco2)o1	-0.2%	-7	2%	-4%	2	1	2	nt	-2%
Cc1ccc(Cn2c(SCC(=O)Nc3cc(C)on3)nc3ccccc3c2=O)cc1	26%	-1	-3%	-2%	-3	1	8	-3	3%
CC(/C=C1\SC(=S)N(CCC(=O)Nc2nc(C)cs2)C1=O)=C\c1ccccc1	0.6%	0	-11%	-1%	5	5	9	11	-8%
CSc1ncc(Cl)c(C(=O)Nc2c(C(=O)c3ccc(C)cc3)oc3ccccc23)n1	0.6%	nt	0%	0%	-2	-1	-4	9	-3%
CN(CCO)S(=O)(=O)c1ccc2c(c1)C(=O)c1cc(S(=O)(=O)N(C)CCO)ccc1-2	0.2%	-6	3%	1%	14	0	-12	10	14%
COc1ccc(C(=O)Nc2nncs2)cc1S(=O)(=O)N1CC(c2ccccc2)CC1=O (centres undefined)	-1.8%	-23	4%	-2%	-1	3	-1	-9	-5%
CC1(C)CC(=O)C2=C(C1)N(Cc1ccc(F)cc1)C(=O)C2(NC(=O)c1cccnc1)C(F)(F)F (centres undefined)	-2.3%	2	-6%	-2%	-4	-2	nt	8	-3%

Some of these compounds in order of heavy-atom count, falling.
SMILES	RXFP1 ag	RXFP1 antagonist	Vif-A3F inh	Vif-A3G inh	D1 potentiator	D1 agonist	D1 antagonist	D2 potentiator	Glioma ERSR ind
CC1(C)CC(=O)C2=C(C1)N(Cc1ccc(F)cc1)C(=O)C2(NC(=O)c1cccnc1)C(F)(F)F (centres undefined)	-2.3%	2	-6%	-2%	-4	-2	nt	8	-3%
CC(/C=C1\SC(=S)N(CCC(=O)Nc2nc(C)cs2)C1=O)=C\c1ccccc1	0.6%	0	-11%	-1%	5	5	9	11	-8%
Cn1c(=O)c2c(nc(Oc3ccccn3)n2C)n(C)c1=O	-0.6%	nt	nt	nt	1	1	-5	-3	nt

More records:
SMILES	RXFP1 ag	RXFP1 antagonist	Vif-A3F inh	Vif-A3G inh	D1 potentiator	D1 agonist	D1 antagonist	D2 potentiator	Glioma ERSR ind
Nc1c(Cl)cc(-c2csc(N3CCCC3c3nc4cc(Cl)c(Cl)cc4n3CCOCCO)n2)cc1Cl (centres undefined)	1.5%	nt	-4%	-7%	4	1	8	-5	1%
COc1ccc(CN2C(=O)C3C4C=CC(C4)C3C2=O)cc1 (centres undefined)	1.7%	-4	-15%	-1%	-4	2	5	13	-4%
Cn1c(=O)oc2cc(S(=O)(=O)NCC3CCCO3)ccc21 (centres undefined)	nt	-14	11%	0%	nt	nt	nt	nt	-2%
Cc1cc(NC(=O)Cc2ccccc2)ccc1NC(=O)c1cccs1	-0.1%	-4	26%	0%	-1	1	-3	-6	2%
Cc1cccc(/C=C2/C(=O)/C(=C/c3ccccc3C)C3CCC2N3C)c1 (centres undefined)	0.8%	-2	2%	-1%	-5	1	-12	-9	-1%
CCN(CC(=O)Nc1c(F)cccc1F)C(=O)c1ccc(C#N)cc1	-0.1%	7	4%	1%	-8	5	-4	16	-1%
CCOC(=O)[C@H]1[C@H]2COc3cc(OC)ccc3[C@@H]2N2C(=O)c3cc(OC)ccc3NC(=O)[C@@]12C	0.2%	nt	3%	-3%	-3	2	4	-2	-4%
CCN(CC)c1ccc(/C=N/NC(=O)OC(C)(C)C)cc1	-1.0%	-20	0%	-5%	-2	2	4	1	10%
O=C(O)CC1(CC(=O)Nc2ccc3c(c2)C(=O)OC3)CCCCC1	0.1%	-2	4%	2%	2	3	-1	nt	-1%
Cc1cccc(Oc2ccc(C(=O)NC3CCSC3=O)cn2)c1C (centres undefined)	2.3%	-2	-7%	3%	-1	3	-9	6	-2%
O=C(CNC(=O)c1cccs1)OCC(=O)c1ccc2ccccc2c1	1.7%	7	0%	0%	-12	3	-15	8	-4%
CCCCNC(=O)c1c(O)c2cccc3c2n(c1=O)CCC3	2.0%	0	-6%	-10%	0	5	-3	9	1%
Cc1nc(Sc2ccccc2)c(C#N)c(C)c1[N+](=O)[O-]	-0.6%	?	-2%	-11%	5	4	-11	6	8%
O=c1[nH]cccc1-c1nc2cc(Cl)ccc2n1Cc1ccccc1	4.7%	4	0%	-8%	-3	2	19	-12	2%
CCCS(=O)(=O)c1nc(S(=O)(=O)c2ccc(C)cc2)c(NCC(C)C)s1	0.4%	-20	0%	2%	-2	23	2	3	-3%
CCOC(=O)CNC(=O)CSc1nnc(-c2cccc(C)c2)n1-c1ccc(OC)cc1	1.2%	-2	7%	-6%	-2	4	-5	-2	-17%
COc1ccc(C(=O)Oc2c(Sc3ccccc3)c(C)nn2-c2ccccc2)c(OC)c1	-2.3%	nt	1%	-20%	1	19	-4	24	-5%
Cc1cccc(N2CCN(C(=O)c3ccc(NS(=O)(=O)c4ccc5[nH]c(=O)[nH]c5c4)cc3)CC2)c1C	1.3%	4	6%	0%	1	0	-1	0	-4%
C[C@H](CO)N1C[C@H](C)[C@@H](CN(C)C(=O)c2ccc(F)cc2)Oc2cc(Br)ccc2S1(=O)=O	nt	-9	-5%	-8%	nt	nt	nt	nt	-4%
Cc1nc2ccccc2c(=O)n1/N=C/c1ccco1	-3.9%	nt	3%	0%	2	1	1	5	1%
